BLM helicase inh = inhibitors of human Bloom syndrome helicase BLM | P54132 | recombinant BLM DNA unwinding, fluorescence dequenching | Potency, µM (series often up to 56.1 µM), for the others: top-dose activity change, negative = inhibition, usual class: inhibitors | 350,000 tested, 0.2% active;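 also: plate controls were vehicle for no effect and no enzyme for full effect; nearly all actives have a fitted effect of over 35% in size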
G9a block = G9a (human) methyltransferase inhibition; Q96KQ7; Potency, µM (highest dose often 102 µM), for the others: at the top dose activity, negative = inhibition, most hits filed as inhibitors; 350,000 tested, 8.8% active; G9a H3K9 monomethylation, AlphaScreen, 2 h; also: % is scaled to controls: 0 for no effect and ±100 for the full control effect; nearly all actives have a fitted effect of over 75% in size
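Using a bead-based AlphaScreen, monomethylated H3K9 product from 2 h room-temperature reactions (G9a 20 nM, peptide 500 nM, SAM 20 uM) was detected with 0.5 ug/mL rabbit anti-H3K9me1 antibody.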
Pol iota inh = inhibitors of human DNA polymerase iota | Q9UNA4 | Pol iota fluorescent replication assay, 10 min | Potency, µM (series often up to 115 µM), inactives show at the highest dose activity, negative = inhibition, most hits filed as inhibitors | 390,000 tested, 1% active | AID 588590
Target sequence (Q9UNA4 whole entry, looked up): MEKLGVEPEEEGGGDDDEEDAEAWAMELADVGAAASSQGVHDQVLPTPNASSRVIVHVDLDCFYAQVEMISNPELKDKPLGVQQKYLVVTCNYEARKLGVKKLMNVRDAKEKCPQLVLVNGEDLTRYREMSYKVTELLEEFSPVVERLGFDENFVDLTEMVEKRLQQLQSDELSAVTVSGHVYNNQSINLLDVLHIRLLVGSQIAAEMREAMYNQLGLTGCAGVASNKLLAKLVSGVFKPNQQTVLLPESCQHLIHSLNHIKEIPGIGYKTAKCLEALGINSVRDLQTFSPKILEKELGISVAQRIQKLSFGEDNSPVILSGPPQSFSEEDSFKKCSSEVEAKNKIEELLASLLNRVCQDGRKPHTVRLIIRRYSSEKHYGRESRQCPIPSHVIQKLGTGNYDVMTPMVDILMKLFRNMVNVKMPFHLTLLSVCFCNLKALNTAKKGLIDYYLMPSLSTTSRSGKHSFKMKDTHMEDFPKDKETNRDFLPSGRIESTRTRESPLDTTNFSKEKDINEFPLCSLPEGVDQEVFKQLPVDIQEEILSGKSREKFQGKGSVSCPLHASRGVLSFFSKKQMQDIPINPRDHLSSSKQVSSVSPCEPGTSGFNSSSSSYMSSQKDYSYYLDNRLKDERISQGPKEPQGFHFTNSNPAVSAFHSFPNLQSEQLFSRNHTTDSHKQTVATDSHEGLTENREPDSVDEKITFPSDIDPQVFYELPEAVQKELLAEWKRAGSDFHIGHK
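Fluorescent replication assay read twice, at 0 min and 10 min after adding 50 nM (final) substrate. Enzyme (10 nM) and compounds were first incubated 15 min at room temperature; enzyme-free buffer wells were negative controls.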
APEX1 inh = inhibitors of human APE1 endonuclease; recombinant APE1, TAMRA/BHQ-2 abasic DNA cleavage fluorescence; Potency, µM (highest dose often 65.8 µM), inactives show at the highest dose activity change, negative = inhibition, most hits filed as inhibitors; 350,000 tested, 0.35% active; AID 2517;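 also: plate controls were vehicle for no effect and reference inhibitor for full effect; nearly all actives have a fitted effect of over 55% in size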
Target sequence (P27695 whole entry, looked up): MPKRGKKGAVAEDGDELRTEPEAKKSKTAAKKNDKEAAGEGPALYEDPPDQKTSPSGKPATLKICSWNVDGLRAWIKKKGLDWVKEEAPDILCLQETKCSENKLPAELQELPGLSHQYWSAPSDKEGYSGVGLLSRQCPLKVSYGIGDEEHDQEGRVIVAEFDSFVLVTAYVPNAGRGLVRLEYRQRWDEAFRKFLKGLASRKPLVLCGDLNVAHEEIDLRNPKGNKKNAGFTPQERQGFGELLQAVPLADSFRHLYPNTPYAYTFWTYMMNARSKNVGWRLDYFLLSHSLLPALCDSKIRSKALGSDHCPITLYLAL
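0.75 nM APE1 + cpd, 15 min RT; start w/ 50 nM TAMRA/BHQ-2 THF-abasic dsDNA; kinetic fluor 525/598 nm ×3 reads @60 s; Δ(read3−read1); normalized to DMSO and NSC13755 control wells.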
Anesthetic bind = candidate novel general anesthetic via apoferritin binding; P02791; apoferritin/1-aminoanthracene competitive binding, fluorescence; Potency, µM (titrated, usually from 77.5 µM), for inactives: at the highest dose activity change, negative = displacement, most hits filed as inhibitors; 350,000 tested, 0.074% active; AID 485281; also: % is scaled to controls: 0 for no effect and ±100 for the full control effect; nearly all actives have a fitted effect of over 20% in size
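Apoferritin-based anesthetic binding model; compound displacement of fluorescent 1-AMA measured as endpoint fluorescence after 10 minutes at room temperature, scaled to free-ligand and complex controls.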
Pol eta inh = blocks human DNA polymerase eta activity | Q9Y253 | Potency, µM (highest dose often 114 µM), for the others: at the highest dose activity change, negative = inhibition, most hits filed as inhibitors | 390,000 tested, 1.2% active | recombinant Pol eta, fluorescent DNA replication assay; also: % is scaled to controls: 0 for no effect and ±100 for the full control effect
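Pol eta at 10 nM preincubated with compounds 15 min at room temperature; reaction started with fluorescent substrate (50 nM final) and read kinetically at 0 and 10 min.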
BAZ2B inh = blocks human BAZ2B; Q9UIF8; AlphaScreen BAZ2B-H3K14Ac peptide displacement; Potency, µM (highest dose often 114 µM), inactives show top-dose activity change, negative = inhibition, most hits filed as inhibitors; 360,000 tested, 4.4% active; AID 504333; also: % is scaled to controls: 0 for no effect and ±100 for the full control effect; nearly all actives have a fitted effect of over 60% in size
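AlphaScreen luminescence quantifies BAZ2B engagement of H3K14Ac peptide; the protein and biotinylated peptide are both at 50 nM final, buffer PBS pH 7.4 with 0.01% Tween-20, all steps at room temperature.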
Pol kappa inh = DNA polymerase kappa (human) inhibition. Q9UBT6. purified Pol kappa, fluorescent DNA synthesis assay, 10 min. Potency, µM (series often up to 107 µM), inactives show at the highest dose activity, negative = inhibition, most hits filed as inhibitors. 400,000 tested, 0.53% active; also: % is scaled to controls: 0 for no effect and ±100 for the full control effect
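Readout: fluorescence, taken kinetically at 0 and 10 min. Conditions: 10 nM Pol kappa, 15 min RT compound preincubation, 50 nM substrate final. Controls: enzyme-free buffer wells.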
POLB inh = inhibitors of human DNA polymerase beta; Potency, µM (series often up to 114 µM), without a hit: at the top dose activity change, negative = inhibition, most hits filed as inhibitors; Pol beta primer extension/strand displacement, fluorescence kinetic; 340,000 tested, 1.3% active; P06746; also: % is scaled to controls: 0 for no effect and ±100 for the full control effect
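Human Pol beta at 10 nM; strand-displacement substrate 50 nM final. Compound exposure 15 min at room temperature before start, reaction 10 min at room temperature.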
* = called active by the depositor; ? = inconclusive; / = not tested or not shown; [ ] = remark or other dose. Calls follow the shape of the dose curve; as a rule, active = well fitted curve in the direction sought with a large enough effect; inconclusive = small, poorly fitted or top-dose-only effect, or another doubt; inactive = no such curve, though single readings can be large; an effect the other way counts as inactive or inconclusive. Potency is read from the fitted curve at half-maximal effect. This is a subset; the hit share may differ from the screen's.

SMILES	BLM helicase inh	G9a block	Pol iota inh	APEX1 inh	Anesthetic bind	Pol eta inh	BAZ2B inh	Pol kappa inh	POLB inh
COCCN(CC(=O)Nc1cccc(C)c1C)C(=O)c1cc2c(s1)CCC2	/	?	89µM*	15µM*	/	?	?	?	/
CN(C)C(=O)c1cccn(Cc2cccc(C(F)(F)F)c2)c1=O	-2%	?	-1%	-2%	-7%	-14%	-35%	-10%	-22%
O=C1CCCN1CCCNS(=O)(=O)c1ccc(Br)s1	-2%	4%	4%	12%	-1%	-18%	1%	-14%	3%
Cc1ccc(C)c(NC(=O)C(=O)NCCc2csc3nc(-c4ccccc4C)nn23)c1	-9%	11%[59 µM]	-11%	/	37%[activator]	-3%	-7%	-14%[60.1 µM]	-4%
COc1ccccc1NC(=S)NCc1ccco1	-6%	?	0%	-2%	-16%	-11%	-3%	-14%	2%
CCOC(=O)c1ccccc1NC(=O)c1n[nH]c(=O)c2ccccc12	1%	42%[activator][59 µM]	12%	9%	4%	-14%	-7%	-10%	22%
O=C(C[n+]1ccc(/C=N/O)cc1)NC1CCCCC1	-2%	-42%	-14%	-2%	-6%	-10%	0%	-2%	21%
CCOC(=O)C1=C(CC)OC(N)=C(C#N)C1c1cccs1 (centres undefined)	-3%	50µM*	2%	2%	-13%	-4%	-24%	-15%[60.1 µM]	-17%
Cn1ncc([N+](=O)[O-])c1C(=O)Nc1ccc2c(c1)OCCO2	-3%	/	4%	-1%	-9%	-18%	-7%	-6%	10%
CC(C)Oc1ccc(C(=O)NC2CCSc3ccccc32)cc1 (centres undefined)	-13%	90%[activator]	?	-3%	-7%	-11%	-5%	-10%	20%

An excerpt from above, reduced to POLB inh and Pol iota inh.
Compound	POLB inh	Pol iota inh
Cn1ncc([N+](=O)[O-])c1C(=O)Nc1ccc2c(c1)OCCO2	10%	4%
CCOC(=O)C1=C(CC)OC(N)=C(C#N)C1c1cccs1 (centres undefined)	-17%	2%

(listing goes on)
SMILES	BLM helicase inh	G9a block	Pol iota inh	APEX1 inh	Anesthetic bind	Pol eta inh	BAZ2B inh	Pol kappa inh	POLB inh
Cc1[nH]c2ccccc2c1-c1nc(N)sc1C	-1%	71µM*	-2%	8%	-15%	-13%	?	6%	31%
CCn1nc(-c2ccccc2)c(-c2ccccc2)c(C(=O)Nc2ccccc2C#N)c1=O	-1%	2%[59 µM]	22%	/	-17%	-9%	-25%	1%	29%
COCCn1c(=O)c(-c2cc(F)cc(F)c2)nc2cnc(Nc3cccc(OC)c3)nc21	0%	-2%[12.7 µM]	/	0%	/	/	/	-1%[60.1 µM]	/
COc1ccc(Cl)cc1NC(=O)C(C)N1Cc2ccccc2C1=O (centres undefined)	-1%	-1%[59 µM]	4%	/	-2%	-21%	2%	-2%	-11%
O=C(CC1S/C(=N/N=C/c2c[nH]c3ccc(OCc4ccccc4)cc23)NC1=O)Nc1ccccc1 (centres undefined)	2%	4%	-6%	3%	68%[activator]	-12%	-36%	-11%	-11%
CN(C)S(=O)(=O)c1cccc(NC(=S)NCCCn2ccnc2)c1	-3%	-1%	104%[activator]	3%	-2%	-3%	79µM*	-7%	9%
COc1ccc(C(c2sc3ncnn3c2O)N2CC(C)OC(C)C2)cc1OC (centres undefined)	-16%	15%[59 µM]	-12%	-4%	0%	2%	-6%	-13%	11%
CC12CCC(C(=O)Nc3ccc(Cl)cc3)([C@H](Br)C1=O)C2(C)C (some centres undefined)	1%	/	21%	-4%	5%	-9%	2%	-14%	-8%
CCN(c1ccccc1)S(=O)(=O)c1ccc(C(=O)Nc2ccccc2OC)cc1	/	/	75%[activator]	7%	/	-8%	/	-13%	/
O=c1c(Cl)c(Cl)cnn1Cc1nnc(-c2ccc(Cl)cc2)o1	-10%	?	40µM*	-8%	?	50µM*	/	-39%	40µM*
COc1ccc(/C=C2\CCCC3C2=NN(C(=O)CSc2n[nH]c(N)n2)C3c2ccc(OC)cc2)cc1 (centres undefined)	-5%	-20%	-3%	-7%	105%[activator]	-2%	-21%	-14%	0%
Cc1ccc(C)c(N2CCN(C(=O)c3cc4cc5ccc(C)cc5nc4o3)CC2)c1	-2%	4%[59 µM]	11%	/	2%	-27%	/	5%	-5%
Cc1ccc(NC(=O)COC(=O)Cn2cnc3ccccc32)c([N+](=O)[O-])c1	-1%	-47%	100%[activator]	6%	-17%	11%	-22%	-7%	0%
Cc1ccc(NC(=O)CNC(=O)c2ccc(C(C)(C)C)cc2)cc1S(=O)(=O)N1CCOCC1	/	/	?	-22%	/	-14%	/	-20%	/
Cn1c(=O)c2c(nc(Br)n2CCc2ccccc2)n(C)c1=O	-3%	-32%	-1%	0%	-18%	-10%	3%	-6%	2%
O=C(CCl)Nc1ccc(-c2ccccc2)cc1	-5%	0%	11%	0%	-13%	-19%	3%	2%	3%
CCOC(=O)C1=C(C)NC(=O)NC1c1ccc(-c2ccccc2F)o1 (centres undefined)	2%	-11%[59 µM]	24%	-3%	4%	-20%	1%	3%	16%
CCOC(=O)c1c(NC(=O)c2cc(=O)c3cc(Cl)ccc3o2)sc(C)c1C	-4%	0%[59 µM]	20%	/	1%	-1%	2%	18%	28%
O=C(COc1cccc(NC(=O)c2cccs2)c1)c1ccc(F)cc1	-8%	-12%[59 µM]	2%	12%	-12%	-15%	10%	-10%	30%
CCS/C(N)=N/N=C/c1cc(C)ccc1O	0%	39%	8%	-4%	113%[activator]	-12%	3%	3%	1%
COc1ccc(C2(C(=O)NCCc3ccccc3)CCCC2)cc1OC	0%	9%[2.33 µM]	-22%	-3%	8%	-2%	14%	-4%	14%
Cc1ccc(S(=O)(=O)N2CCCc3cc(NS(=O)(=O)c4cc(F)ccc4F)ccc32)cc1	-5%	3%[59 µM]	5%	/	81%[activator]	-26%	1%	-8%[60.1 µM]	0%
COc1ccc2c(Cl)c(-c3nnc(SCC(N)=O)n3C)sc2c1	-11%	?	55%[activator]	16%	2%	-5%	10%	-21%	7%
O=C(c1nc2ccccc2[nH]1)c1ccccc1[N+](=O)[O-]	-2%	?	74%[activator]	-5%	-5%	-20%	-15%	1%	-1%
Oc1ccccc1C1=NN(c2ccccc2)C(c2ccccc2)C1 (centres undefined)	-19%	99%[activator]	-6%	-19%	105%[activator]	-13%	96%[activator]	5%	10%
N#Cc1nc(-c2ccco2)oc1NCCN1CCOCC1	-1%	5%[12.7 µM]	28%	0%	-1%	-2%	-3%	-2%	0%
O=C(NCc1ccccn1)c1ccc(OC2CCN(Cc3cccs3)CC2)cc1	1%	11%	19%	4%	5%	-13%	-17%	-1%	0%
COc1ccc(S(=O)(=O)CCC(=O)N2CC(=O)N(CCc3ccccc3)C(=O)C2)cc1	-1%	?	16%	4%	4%	?	-2%	-11%	-30%
Cc1ccc(S(=O)(=O)NC(CC(=O)O)c2ccco2)cc1 (centres undefined)	-5%	?	-16%	-4%	-10%	-2%	-6%	-15%	12%
COc1ccccc1N1CCN(C(=O)CCNC(=O)Cn2ccc3ccccc3c2=O)CC1	1%	15%	115%[activator]	8%	2%	-9%	4%	-3%	14%
COc1ccc(C2CC(c3ccc4ccccc4c3OC(C)=O)=NN2C(=O)/C=C/c2ccccc2)cc1 (centres undefined)	-6%	4%[59 µM]	23%	-3%	-9%	-12%	-4%	-9%	25%
COC(=O)c1[nH]c2cc(OC)ccc2c1N=CN(C)C	3%	40µM*	-16%	?	18%	-7%	-3%	2%	-21%
CS(=O)(=O)N1CCC2(CCCN(c3ccncc3)C2)CC1	-13%	-1%[12.7 µM]	/	3%	/	/	/	-1%[60.1 µM]	/
CCOC(=O)c1cncc(C(=O)O)c1	-3%	?	6%	13%	-8%	-16%	11%[57.1 µM]	-6%	21%
CN1CCN(CC(=O)NN2CC(=O)N(c3ccc(F)cc3)CC2=O)CC1	-7%	/	17%	-3%	9%	-18%	0%	2%	-21%
CCOC(=O)NC(=O)CSc1nc2ccc(C)cc2[nH]1	0%	12%	45%[activator]	7%	-12%	-20%	/	-1%	3%
CC(C)(C)CC(=O)NCc1ccc(F)cc1	-1%	-1%	-3%	-1%	?	-14%	2%	8%	6%
O=S(=O)(Nc1nc2c(s1)CCCC2)c1ccc2ccccc2c1	-8%	50µM*	-5%	-6%	-14%	-13%	?	-8%	1%
CCOc1ccc(N(C)C(=O)CCc2nnc3ccc(NCc4ccco4)nn23)cc1	-3%	-15%	66%[activator]	16%	-6%	-4%	?	-8%	2%
Cc1ccc(NC(=O)C(C)Sc2nc3c(c(=O)[nH]2)CCCC3)cc1Cl (centres undefined)	-11%	-31%[59 µM]	-2%	/	-12%	-15%	-20%	-1%	-9%
O=C(CSC1CC(=O)N(CCc2ccccc2)C1=O)Nc1cccc(Cl)c1 (centres undefined)	0%	?	108%[activator]	3%	-3%	-26%	?	-6%	29%
O=C(COc1ccccc1F)Nc1c(C(=O)Nc2cccc(F)c2)oc2ccccc12	-3%	-31%[59 µM]	16%	/	-17%	-11%	-2%	-3%	-26%
COc1ccc(NC(=O)c2cc3ccccn3n2)cc1	1%	2%	-8%	-5%	-4%	-10%	-3%	-25%	-1%
Cc1ccc(C(=O)Nc2ccccc2C(=O)NCc2ccco2)cc1	/	/	10%	-6%	/	2%	/	-10%	/
CCOC(=O)C(C(=O)NCc1ccc(F)cc1)c1ncc(C(F)(F)F)cc1Cl (centres undefined)	5%	23%[59 µM]	13%	-2%	?	-5%	26%	-11%	-4%

Looked up by structure from above:
SMILES	BLM helicase inh	G9a block	Pol iota inh	APEX1 inh	Anesthetic bind	Pol eta inh	BAZ2B inh	Pol kappa inh	POLB inh
COC(=O)c1[nH]c2cc(OC)ccc2c1N=CN(C)C	3%	40µM*	-16%	?	18%	-7%	-3%	2%	-21%
COc1ccccc1NC(=S)NCc1ccco1	-6%	?	0%	-2%	-16%	-11%	-3%	-14%	2%
CCOC(=O)C1=C(C)NC(=O)NC1c1ccc(-c2ccccc2F)o1 (centres undefined)	2%	-11%[59 µM]	24%	-3%	4%	-20%	1%	3%	16%

Looked up above:
BAZ2B inh result of CCOC(=O)C(C(=O)NCc1ccc(F)cc1)c1ncc(C(F)(F)F)cc1Cl (centres undefined) stands at 26%
POLB inh result of O=C(CSC1CC(=O)N(CCc2ccccc2)C1=O)Nc1cccc(Cl)c1 (centres undefined) stands at 29%

From PubChem BioAssay
